# EPAC2 ag = qHTS for Agonist of cAMP-regulated guanine nucleotide exchange factor 4 (EPAC2): primary screen; Potency, µM (highest dose often 154 µM), for inactives: at the highest dose activation, actives largely listed as activators; 360,000 compounds, 0.079% hits; AID 720711, 2013; Rap guanine nucleotide exchange factor 4 (Homo sapiens), Q8WZA2; EPAC2 activation, biochemical qHTS; response scale: 100% = 6.5 mM cAMP response; also: potency is read from the fitted curve at half-maximal effect; nearly all actives have a fitted effect of over 50% in size
#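 Exchange assay: 100 nM EPAC2 with 250 nM Rap1B-BODIPY-GDP and 50 uM GDP. Fluorescence (ex 480/em 540 nm) read every 5 min for 30 min at room temperature. Data normalized to 6.5 mM cAMP as agonist control.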
# PLK1 PBD inh = qHTS for Inhibitors of PLK1-PDB (polo-like kinase 1 - polo-box domain): Primary Screen | AID 720504, 2013 | 360,000 compounds, 2.8% hits | Plk1 PBD binding of FITC phosphopeptide, fluorescence polarization | Serine/threonine-protein kinase PLK1 (Homo sapiens), P53350 | Potency, µM, inactives show max response, negative = inhibition, most hits filed as inhibitors; also: potency is read from the fitted curve at half-maximal effect; series mostly up to about 57 µM; % is scaled to controls: 0 for no effect and ±100 for the full control effect; nearly all actives have a fitted effect of over 65% in size
# Target sequence (P53350 whole entry, looked up, the tested form may be a part): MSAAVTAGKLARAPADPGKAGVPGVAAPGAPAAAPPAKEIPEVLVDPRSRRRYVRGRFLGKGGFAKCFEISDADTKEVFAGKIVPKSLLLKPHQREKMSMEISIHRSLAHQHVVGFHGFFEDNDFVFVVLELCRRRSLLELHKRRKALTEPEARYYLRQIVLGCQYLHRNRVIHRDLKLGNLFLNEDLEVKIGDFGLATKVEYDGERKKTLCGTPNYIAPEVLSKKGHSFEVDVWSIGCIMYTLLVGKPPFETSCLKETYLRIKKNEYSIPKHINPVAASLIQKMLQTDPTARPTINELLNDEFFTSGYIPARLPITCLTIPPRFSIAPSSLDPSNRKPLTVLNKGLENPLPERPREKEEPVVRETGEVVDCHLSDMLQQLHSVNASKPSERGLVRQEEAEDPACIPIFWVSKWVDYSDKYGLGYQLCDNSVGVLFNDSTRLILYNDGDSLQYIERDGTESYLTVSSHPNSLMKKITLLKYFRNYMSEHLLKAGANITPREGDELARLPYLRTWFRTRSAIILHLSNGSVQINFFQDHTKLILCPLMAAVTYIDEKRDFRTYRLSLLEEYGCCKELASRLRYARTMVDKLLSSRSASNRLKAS
# EPAC1 ag = qHTS for Agonist of cAMP-regulated guanine nucleotide exchange factor 3 (EPAC1): primary screen. EPAC1 agonist qHTS, biochemical assay; response scale: 100% = response to 6.5 mM cAMP. Potency, µM (titrated, usually from 154 µM), for inactives: at the top dose activation, usual class: activators. 360,000 compounds, 0.073% hits; also: potency is read from the fitted curve at half-maximal effect; nearly all actives have a fitted effect of over 60% in size
#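 Multi-concentration qHTS readout: loss of Rap1B-bound BODIPY-GDP fluorescence driven by 100 nM EPAC1 with excess GDP (50 uM), monitored kinetically at room temperature; agonist response expressed relative to 6.5 mM cAMP.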
# EPAC1 antagonist = qHTS for Antagonist of cAMP-regulated guanine nucleotide exchange factor 3 (EPAC1): primary screen; 360,000 compounds, 0.14% hits; Rap guanine nucleotide exchange factor 3 (Homo sapiens), O95398; Potency, µM (top dose mostly 115 µM), for the others: at the top dose activity change, negative = inhibition, usual class: inhibitors; EPAC1 GEF assay, Rap1b-BODIPY-GDP exchange fluorescence; AID 720709, 2013;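 also: potency is read from the fitted curve at half-maximal effect; plate controls were vehicle for no effect and positive control for full effect; nearly all actives have a fitted effect of over 50% in size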
# CCT chaperon mod = High-Throughput Screening for Modulators of Cytosolic Chaperonin Activity; purified chaperonin ATPase assay, HTRF ADP detection, 30 min; activity change, % (test concentration not listed), hits read low; 360,000 compounds, 0.3% hits; in the data active = activity change below about -30%; also: % is scaled to controls: 0 for no effect and ±100 for the full control effect
#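 Enzyme 40 or 20 nM (batch-dependent) in Tris pH 7.4/KCl/MgCl2/DTT; cpd 76 uM single point; ATP 10 uM; 30 min 37 °C; Transcreener ADP HTRF detection, 30 min RT; ratio 665/615.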
# PI5P4Ka inh = qHTS for Inhibitors of phosphatidylinositol 5-phosphate 4-kinase (PI5P4K) | Phosphatidylinositol 5-phosphate 4-kinase type-2 alpha (Homo sapiens), P48426 | PI5P4Kalpha enzyme, ADP-Glo luminescence, 60 min; hits give low values | max response, % | 330,000 compounds, 1.2% hits; active = max response of -50% or lower; inconclusive = between -30% and -50%; inactive = -30% or higher; also: value at the top dose of about 77 µM; % is scaled to controls: 0 for no effect and ±100 for the full control effect
# Target sequence (P48426 whole entry, looked up): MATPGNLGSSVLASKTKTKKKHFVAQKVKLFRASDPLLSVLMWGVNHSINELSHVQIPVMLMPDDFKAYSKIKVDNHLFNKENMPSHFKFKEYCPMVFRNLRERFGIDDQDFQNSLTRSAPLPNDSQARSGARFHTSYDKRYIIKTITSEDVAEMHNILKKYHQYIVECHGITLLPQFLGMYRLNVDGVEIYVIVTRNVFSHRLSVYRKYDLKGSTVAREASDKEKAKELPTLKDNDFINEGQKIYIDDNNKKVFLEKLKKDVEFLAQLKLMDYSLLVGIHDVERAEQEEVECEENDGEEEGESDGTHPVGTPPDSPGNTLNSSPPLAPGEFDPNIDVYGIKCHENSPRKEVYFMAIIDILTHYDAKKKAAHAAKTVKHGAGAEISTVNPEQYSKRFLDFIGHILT
#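 Enzyme plus substrate dispensed, test compounds pinned in, then ATP (5 microM final) added. After 60 min at RT, ADP-Glo reagent 1 for 45 min and reagent 2 for 30 min preceded luminescence imaging.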
# WRN inhibitor = qHTS for Inhibitors of WRN Helicase | 360,000 compounds, 0.46% hits | WRN helicase unwinding, fluorescent forked duplex, kinetic | AID 651768, 2012 | Potency, µM (top dose mostly 114 µM), for the others: top-dose activity change, negative = inhibition, hits mostly inhibitors; also: potency is read from the fitted curve at half-maximal effect; % is scaled to controls: 0 for no effect and ±100 for the full control effect; nearly all actives have a fitted effect of over 55% in size
#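 Fluorescence dequenching readout, ex 525 nm/em 598 nm, kinetic mode: forked duplex DNA (100 nM final) with adjacent fluorophore and quencher unwound by WRN (20 nM final) with 2 mM ATP. Compound preincubation 15 min, room temperature.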
# IL-2 act = qHTS of IL-2 Activators. 360,000 compounds, 0.065% hits. IL-2 activation reporter assay, cell-based qHTS; stimulated with anti-CD3/CD4/CD28 beads; in transgenic mouse T cells. AID 652025, 2013. activation, % (series mostly up to about 46 µM); in the data active = activation above about 50%; inconclusive = mostly about 30% to 49%; also: 0% is about no effect
#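 Unstimulated transgenic mouse T cells; 60-min compound exposure; bead-based TCR/CD4/CD28 stimulation; 18 h culture, 37 degrees C; dual fluorescence (EGFP, DsRed) plate cytometry.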
# The depositor's hits bear a star; ? = inconclusive; / = no result given; [ ] = dose if it differs, or a comment. Unless noted, calls follow the shape of the dose curve; as a rule, active = well fitted curve in the direction sought with a large enough effect; inconclusive = small, poorly fitted or top-dose-only effect, or another doubt; inactive = no such curve, though single readings can be large; an effect the other way counts as inactive or inconclusive.
smiles | EPAC2 ag | PLK1 PBD inh | EPAC1 ag | EPAC1 antagonist | CCT chaperon mod | PI5P4Ka inh | WRN inhibitor | IL-2 act
CC(=O)N1C(=O)C2(C(C#N)=C(N)Oc3n[nH]c(-c4ccccn4)c32)c2ccccc21 (stereo unspecified) | 1% | 24µM* | -15% | -3% | 0.8 | ? | -5% | 0.4
Cc1cc(=O)n2nc(N3CCCC(C(=O)Nc4ccc(C)c(C)c4)C3)sc2n1 (stereo unspecified) | 11% | -2% | -4% | 6% | -3.7 | 2 | 3% | 1.7
CN(c1ccc(Cl)cc1)c1cc(=O)n(C)c2ccccc12 | 11% | -13% | 0% | 7% | -1.8 | -2 | -1% | -0.3
CSCCC(NC(=O)c1ccccc1Cl)C(=O)NCCc1ccccn1 (stereo unspecified) | 1% | -1% | 5% | -4% | -3.7 | 2 | 1% | -0.6
COc1ccc(N(CC(=O)Nc2nc3ccc(C)cc3s2)S(=O)(=O)c2c(C)nn(C)c2C)cc1 | 11% | -3% | 0% | -5% | -2.1 | -4 | -4% | -2.3
CCC(C(=O)O/N=C(\N)c1ccccc1)c1ccccc1 (stereo unspecified) | 1% | ? | 6% | -29% | 0.1 | -4 | -4% | -1.0
CC(C)CC(C(=O)O)C(C)CC(=O)Nc1ccn(-c2ccccc2)n1 (stereo unspecified) | 0% | -10% | -7% | 3% | -3.0 | 4 | -1% | 0.2
Cc1nc2nc(SCC(=O)NCCCN3CCCCC3)nn2c(C)c1Cc1ccccc1 | 3% | -6% | -2% | 4% | -0.6 | 4 | 10% | 0.5
Cc1ccc(C2=CC(c3cccs3)n3nnnc3N2)cc1 (stereo unspecified) | -10% | -6% | -1% | -22% | -1.1 | -2 | -21% | 4.4
C[C@H](CO)N1C[C@H](C)[C@@H](CN(C)C(=O)Nc2ccc3c(c2)OCO3)Oc2c(NC(=O)Cc3ccccc3)cccc2C1=O | 3% | -8% | -6% | -11% | -0.6 | -1 | -2% | -0.5
NC(=O)COC(=O)c1cccc(S(=O)(=O)N2CCCc3ccccc32)c1 | 1% | -1% | -2% | 11% | -0.8 | -2 | -2% | 0.0
Cc1ccc(NC(=O)NCCCN2CCCC2=O)c(C)c1 | -2% | -1% | -11% | -26% | -2.2 | 2 | -4% | -1.5
CCOC(=O)N1CCN(C(=O)c2cc3cc(OC)c(OC)cc3[nH]2)CC1 | -2% | 1% | 0% | -5% | 0.7 | 2 | -7% | 1.1
CC(=O)Nc1ccc(NC(=O)COC(=O)c2c(-c3ccccc3)noc2C)cc1 | 8% | -3% | -2% | 4% | -0.6 | 2 | 4% | 0.2
CCc1c(C)nc(SCC(=O)N2CCN(c3ccccc3OC)CC2)[nH]c1=O | 0% | -6% | -1% | 16% | -2.1 | 3 | 7% | -0.6
CC(C)(C)OC(=O)N1C(=O)[C@](OC(=O)c2ccccc2)(c2ccccc2)c2cccc(F)c21 | 4% | 0% | -8% | -4% | 1.3 | 5 | -6% | -0.2
C#CCOCCOCCOCCNc1nc(N2CCN(C(=O)[C@H](C(C)C)n3cc(CCO)nn3)CC2)nc(N2CCN(C(=O)[C@H](CCCCN)n3cc(CCCC)nn3)CC2)n1 | 2% | 0% | 3% | -11% | -1.7 | 1 | -3% | -0.8
NS(=O)(=O)c1ccc(NC(=O)CN2CCCc3ccccc32)cc1 | 3% | -8% | -8% | -1% | 0.6 | -3 | -1% | 2.3
CCCOc1ccc(CNCCCOCC)cc1OC | 4% | -3% | 4% | -13% | -0.7 | -6 | -3% | -0.2
COc1cc(/C=N/NC2=NCCCCC2)ccc1O | -1% | 9% | -4% | -19% | -0.7 | 6 | -6% | -0.8
CC1=C(C(=O)OCc2ccccc2)C(c2ccc(Cl)cc2)NC(=O)N1CCCC(=O)O (stereo unspecified) | -9% | 2% | -19% | -1% | 0.3 | -100* | -11% | 0.4
Cn1c(=O)[nH]c(=O)c2c1nc(CN1CCOCC1)n2Cc1ccccc1 | 0% | -8% | 6% | 0% | -4.1 | / | -6% | 1.9
O=C(COC(=O)c1ccc(F)c(S(=O)(=O)N2CCOCC2)c1)c1ccc(Br)cc1 | 4% | 1% | ? | -19% | 2.5 | 3 | -7% | 1.2
Cc1ccn2c(NC(=O)c3ccco3)c(-c3ccccc3)nc2c1 | 1% | 0% | 5% | 7% | -3.1 | / | -3% | -0.4
Cc1n[nH]c(=O)c2c1nnn2Cc1ccc(F)cc1 | 6% | 2% | 10% | 8% | -2.6 | -3 | 0% | -2.4
CCN(C(=O)COC(=O)c1cc(S(=O)(=O)N2CCOCC2)c(Cl)cc1Cl)C1CCS(=O)(=O)C1 (stereo unspecified) | -2% | -4% | 7% | 4% | 1.3 | 17 | 11% | -0.5
NC(=O)c1cnn2c(-c3cccc(C(F)(F)F)c3)ccnc12 | 2% | -5% | 7% | 3% | -0.1 | -2 | 6% | 1.0
CC(=O)c1ccc(OCC(=O)OCC(=O)N(CC(C)C)c2c(N)n(Cc3ccccc3)c(=O)[nH]c2=O)cc1 | -15% | -2% | 0% | 0% | 1.9 | -3 | -4% | -3.8
Cc1nc2c(ncn2-c2ccccc2)c(=O)n1NC(=O)CN1CCCCC1 | 2% | 4% | -2% | -13% | -1.1 | 2 | -1% | -0.4
Cc1ccc(N(CC(=O)NC2CCCCC2)S(=O)(=O)c2c(C)nn(C)c2C)cc1 | 3% | 3% | 8% | 11% | 1.0 | 0 | 1% | -1.4

# (next part)
smiles | EPAC2 ag | PLK1 PBD inh | EPAC1 ag | EPAC1 antagonist | CCT chaperon mod | PI5P4Ka inh | WRN inhibitor | IL-2 act
CC(C)c1ccc(CNC(=O)CCc2ccccc2)cc1 | 1% | 3% | -8% | 12% | 0.9 | -1 | -2% | -1.1
COc1ccc2cc(-c3ccccc3)ncc2c1 | 7% | -6% | 11% | 7% | 1.0 | -4 | -4% | 0.0
CCCCC(=O)Nc1ccc(NC(=O)c2cccs2)cn1 | 4% | -3% | 4% | -10% | 1.0 | -2 | -10% | -3.5
O=c1ccc2cc(S(=O)(=O)N3CCN(c4cc(Cl)ccc4Cl)CC3)ccc2o1 | -2% | -4% | 4% | 0% | -2.3 | / | 8% | -1.0
Cc1cccc(NC(=O)C(C)Sc2nc3nc(C)cc(C)n3n2)c1 (stereo unspecified) | 11% | -2% | 7% | -7% | -2.1 | -5 | -20% | 0.1
COc1ccc(-c2c(S(=O)(=O)c3ccccc3)cnn2-c2ccccc2)cc1 | 10% | -7% | 9% | 9% | -1.3 | 0 | -3% | -5.2
O=C(O)CCN1C(=O)/C(=C\c2cccc(Oc3ccccc3)c2)SC1=S | 8% | 17µM* | 3% | ? | 1.4 | 0 | ? | 0.0
CCCCNC(=O)C1Cc2cc(S(=O)(=O)N3CCCC3)ccc2N1C(C)=O (stereo unspecified) | 5% | -22% | -5% | -13% | 0.8 | 0 | -6% | -2.1
COc1cccc(N2CC(C(=O)Oc3ccc4ccccc4c3)CC2=O)c1 (stereo unspecified) | -6% | -3% | 4% | -4% | -2.9 | 10 | -3% | -2.2
COc1ccc(CC(=O)Nc2cccc(C)n2)cc1OC | 0% | -3% | -7% | -2% | 0.2 | -6 | 4% | -1.8
CC(C)C(C)NC(=O)COc1ccc(S(=O)(=O)N2CCOCC2)cc1Cl (stereo unspecified) | 13% | -8% | 0% | -34% | -0.8 | 9 | -2% | 2.3
Cc1nc2ccc(C(=O)N(C)Cc3ccco3)cn2c1N(C)CC1CCCCC1 | -2% | 0% | -10% | 4% | 0.1 | 0 | -1% | -0.7
C=CCNc1cnn(-c2ccc(C)cc2)c(=O)c1Sc1ccc(C)cc1 | 12% | -1% | -8% | -16% | 1.4 | -5 | -8% | 0.3
N#Cc1ccccc1CSCCNC(=O)Cc1c(F)cccc1Cl | 6% | 3% | -16% | -7% | -2.1 | -6 | 3% | -3.1
CCCCN(CC)CCCNC(=O)CC1Oc2ccccc2NC1=O (stereo unspecified) | 4% | -8% | 15% | -21% | -6.0 | / | -4% | -0.4
CCOCN(C(=O)Cn1c(CO)nc2ccccc21)c1c(C)cccc1CC | -13% | 3% | -1% | 6% | -0.3 | / | 5% | 0.4
COc1ccc(/C=C/C(=O)NC2CCCCCCC2)cc1S(=O)(=O)N1CCOCC1 | -27% | -5% | 2% | -3% | 0.3 | 0 | -4% | 0.8
Cc1ccc(S(=O)(=O)NCc2ccc(/C=C(/C#N)C(=O)NCc3ccccc3)o2)cc1 | 2% | -3% | 7% | -13% | -1.3 | 4 | -32%[57.1 µM] | 0.0
COc1ccccc1N(CN1C(=O)c2ccccc2C1=O)C(=O)c1cccnc1 | 4% | -5% | 1% | 5% | -0.2 | / | -1% | -2.2
C=CCn1c2c(c3ccccc31)CCC2 | 2% | -10% | -12% | -12% | -2.0 | 2 | 7%[57.1 µM] | -0.2
COC(=O)C1=CN(c2c(C)cc(C)cc2C)C(N)=C(C#N)C1c1cccc(F)c1 (stereo unspecified) | 5% | 1% | 1% | 7% | / | -3 | -6% | 1.8
COc1cc(CN(C)CC2CCCN(CCc3cccc(C(F)(F)F)c3)C2)ccc1O (stereo unspecified) | 7% | 1% | -6% | -10% | -0.5 | 1 | 1% | -0.6
CC(CC(=O)NCC1CCCO1)c1ccccc1 (stereo unspecified) | 10% | ? | 4% | -14% | -0.9 | 0 | 9% | -2.0
CCOC(=O)N1CCN(CCC(=O)Nc2ccccc2)CC1 | 13% | 0% | 11% | 9% | 0.6 | -15 | 0% | 2.3
Cc1cccn2c(=O)c(/C=C(\C#N)C(N)=O)c(N3CCN(Cc4ccc5c(c4)OCO5)CC3)nc12 | 13% | -13% | 9% | -16% | -2.1 | 3 | -35%[57.1 µM] | -0.7
C=CC[n+]1c(-c2ccc(C)cc2)csc1Nc1c(C)n(C)n(-c2ccccc2)c1=O | 2% | -17% | 3% | 9% | -2.7 | -8 | -1% | -4.1
O=C(COC(=O)c1cnc(Cl)c(Cl)c1)NCc1cccs1 | -3% | ? | -1% | -5% | -2.0 | -26 | ? | -0.8
CCN(C(=O)c1cn(C)c(=O)c2cc(OC)c(OC)cc12)c1cc(C)ccc1C | -2% | 0% | -1% | -2% | -2.2 | 6 | 1%[57.1 µM] | 4.2

# Assay outcomes (PubChem)

# This is a subset; the hit share may differ from the screen's.
